Compound activity: PubChem BioAssay, Broad Institute
C diff growth: blocks growth of Clostridium difficile; Clostridium difficile clinical isolate growth, OD600, 24 h; stronger effect = lower value; growth activity, negative = inhibition, % at 16 µg/mL (by protocol); 86,000 tested, 0.25% active;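 active = mean growth activity at or below -80% and every replicate also at or below -80%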;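 also: 0% = DMSO wells and -100% = levofloxacin 16 µg/mL wells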
Pf Dd2 inh: blocks growth of Plasmodium falciparum Dd2 parasites | AID 1159554 | P. falciparum Dd2 growth, SYBR Green, 72 h; stronger effect = lower value | activity change, % at 10 µM | 94,000 tested, 2.3% active; in the data active = activity change below about -80%
GASC1 inh: inhibitors of human demethylase GASC-1 KDM4C. AID 720574. 96,000 tested, 0.15% active. Q9H3R0. inhibition, % at 12.5 µM. GST-KDM4C 2-372, H3K9me3 peptide, LANCE TR-FRET;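 active = mean replicate inhibition above about 25%, with at least 55% of replicates also reaching it, limit read from the data, passing the limit was not always enough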
Target sequence (Q9H3R0 2-372 limits assumed): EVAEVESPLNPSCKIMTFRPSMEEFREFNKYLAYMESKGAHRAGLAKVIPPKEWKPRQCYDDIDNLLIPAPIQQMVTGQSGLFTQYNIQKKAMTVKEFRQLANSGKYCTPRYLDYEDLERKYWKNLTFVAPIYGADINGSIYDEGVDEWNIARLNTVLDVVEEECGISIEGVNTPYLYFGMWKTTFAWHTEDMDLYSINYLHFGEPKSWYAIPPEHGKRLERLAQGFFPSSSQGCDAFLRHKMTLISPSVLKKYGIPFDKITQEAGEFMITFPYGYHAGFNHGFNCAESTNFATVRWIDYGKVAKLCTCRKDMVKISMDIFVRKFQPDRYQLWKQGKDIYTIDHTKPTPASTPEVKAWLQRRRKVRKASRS
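System: N-terminal GST-fused human GASC-1 (KDM4C) fragment, residues 2-372; amount: enzyme final amount 10 nM; incubation: reaction 30 min RT, detection step 1 h RT; medium: HEPES buffer, pH 7.5, plus ascorbate; technique: LANCE TR-FRET, Eu antibody, ULight-streptavidin, EDTA, ex 340 nm, em 618/671 nm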
T cruzi growth: T. cruzi proliferation inhibition | T. cruzi beta-gal in NIH3T3, GalScreen luminescence, 90 h | inhibition, % at 8.34 µM | 77,000 tested, 5.9% active | AID 624255;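 active = mean inhibition above about 93%, with at least 55% of replicates each passing it, limit read from the data, passing the limit was not always enough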
* hit, by the source's call; x = no result given; & = joins results of further samples.

1. C[C@H]1CN([C@@H](C)CO)C(=O)Cc2cc(NC(=O)NC3CCCCC3)ccc2O[C@@H]1CN(C)Cc1ccc(C(F)(F)F)cc1
2. COc1cccc(C(=O)Nc2ccc3c(c2)OC[C@@H](C)N(C(=O)C2CCCC2)C[C@@H](C)[C@H](OC)CN(C)C3=O)c1
3. CC(=O)N1CCCCN2[C@H](C1)[C@H](c1ccc(-c3ccccc3)cc1)[C@@H]2CO
4. COCC(=O)N1CCCCN2[C@@H](CO)[C@@H](c3ccc(-c4cccc(C)c4)cc3)[C@@H]2C1
5. C[C@H](O)C#Cc1ccc2c(c1)O[C@H](CN(C)C(=O)Nc1ccccc1)[C@@H](C)CN([C@H](C)CO)S2(=O)=O
6. COCC(=O)Nc1ccc2c(c1)OC[C@H](C)NC[C@H](C)[C@H](OC)CN(C)C2=O
7. CO[C@H]1CC[C@H]2CCOc3c(C#N)cccc3C(=O)N(C)C[C@H](OC)[C@@H](C)C(=O)N(C)C[C@@H]1O2
8. COc1ccc(CN(C)C[C@H]2OCCCC[C@H](C)Oc3ccc(NS(=O)(=O)c4ccc(F)cc4)cc3C(=O)N([C@@H](C)CO)C[C@H]2C)cc1
9. C[C@H]1CN([C@@H](C)CO)C(=O)CCCn2nncc2CO[C@H]1CN(C)S(=O)(=O)c1ccc(F)cc1
10. COc1cccc(S(=O)(=O)N[C@@H]2CC[C@H](CC(=O)NC3CCC3)O[C@H]2CO)c1
entry no.,1,2,3,4,5,6,7,8,9,10
C diff growth,3,x,-9,-9,7,1,4,-13,-4,-1
Pf Dd2 inh,-16,x,-38,33,-18,x,x,-72,-8&5,20
GASC1 inh,0.2,-1.8,-1.3,3.0,x,-0.3,-1.6,2.4,0.1,-0.4
T cruzi growth,82,39,20,53,40,36,30,103*,-17&13,-14

11. COCC(=O)N1CC2(C1)CN(Cc1cc(F)ccc1F)[C@H](CO)c1[nH]c3cc(OC)ccc3c12
12. COCC(=O)Nc1ccc2c(c1)[C@@H]1C[C@@H](CC(=O)NCc3cccnc3)O[C@@H](CO)[C@@H]1O2
13. COc1ccc(NC(=O)N(C)C[C@H]2Oc3ccc(NC(=O)Nc4ccc(F)cc4)cc3C(=O)N([C@H](C)CO)C[C@@H]2C)cc1
14. C[C@H]1CN([C@@H](C)CO)C(=O)Cc2cc(NC(=O)Cc3cn(C)c4ccccc34)ccc2O[C@@H]1CN(C)Cc1ccc(C(=O)Nc2ccccc2N)cc1
15. COc1ccc(S(=O)(=O)Nc2ccc3c(c2)CC(=O)N([C@H](C)CO)C[C@@H](C)[C@@H](CN(C)CC2CCCCC2)O3)cc1
16. CCNC(=O)C[C@@H]1CC[C@@H]2[C@H](COc3ccc(NC(=O)c4ccc(F)cc4)cc3C(=O)N2C)O1
17. CCNC(=O)[C@H]1[C@H](CO)[C@H]2Cn3c(ccc(-c4ccccc4F)c3=O)[C@@H]1N2Cc1cccnc1
18. C[C@@H]1CN([C@@H](C)CO)C(=O)Cc2cc(NS(=O)(=O)c3ccccc3)ccc2O[C@@H]1CN(C)C(=O)NC1CCCCC1
19. Cc1noc(C)c1S(=O)(=O)N(C)C[C@H]1OCCCC[C@@H](C)Oc2ccc(NC(=O)c3ccccc3)cc2C(=O)N([C@@H](C)CO)C[C@H]1C
20. COCC(=O)N[C@H]1CC[C@@H](CC(=O)NCc2ccc(Cl)cc2)O[C@H]1CO
entry no.,11,12,13,14,15,16,17,18,19,20
C diff growth,4,x,-2,-1,-16,10,0,-7,2,6
Pf Dd2 inh,-87*,19,-1,-58,-1,-11,11,-4,-79,-1
GASC1 inh,-1.2,11,-0.4,-1.3,2.0,-0.8,3.6,-0.2,-2.2,-0.1
T cruzi growth,x,-37,18,84,37,-7,-11,3,51,-64

21. CC(C)C#Cc1cnc2c(c1)C(=O)N([C@@H](C)CO)C[C@@H](C)[C@H](CN(C)C(=O)c1ccccc1F)O2
22. C[C@H]1CN([C@@H](C)CO)C(=O)c2cc(NS(=O)(=O)c3ccccc3)ccc2O[C@H]1CN(C)CC1CCCCC1
23. CN1C(=O)c2cc(NC(=O)Cc3cccs3)ccc2OC[C@@H]2O[C@@H](CC(=O)NCCCN3CCOCC3)CC[C@@H]21
24. C/C=C/c1ccc([C@@H]2[C@@H](CNC(C)=O)N(Cc3ccccn3)[C@H]2CO)cc1
25. C[C@H]1CN([C@@H](C)CO)C(=O)c2cccc(NC(=O)C3CCOCC3)c2O[C@@H]1CN(C)Cc1ccc(C(F)(F)F)cc1
26. O=C(Cc1ccncc1)NCC[C@@H]1CC[C@@H](NC(=O)Nc2ccc(Cl)cc2)[C@@H](CO)O1
27. COc1ccc(NC(=O)Nc2cccc3c2O[C@H](CN(C)S(=O)(=O)c2ccc(Cl)cc2)[C@@H](C)CN([C@@H](C)CO)C3=O)cc1
28. O=C(CN1CCOCC1)N1CC(=O)N2[C@H](C1)[C@H](c1ccc(-c3cccc(F)c3)cc1)[C@@H]2CO
29. COc1ccccc1CN1[C@@H]2CN(C(=O)C3CCCCC3)c3ccccc3[C@@H]2[C@@H]1CO
30. CC(C)(O)C#Cc1ccc([C@@H]2[C@H](CO)N3CCCCN(C(=O)c4cccc(F)c4)C[C@@H]23)cc1
entry no.,21,22,23,24,25,26,27,28,29,30
C diff growth,3,2,-14,-4,3,-2,-5,-1,3,-4
Pf Dd2 inh,-61,-2,18,0,-1,-20,-10,20,-28,18
GASC1 inh,x,0.7,0.5,1.9,-1.3,0.0,2.1,0.7,0.9,1.6
T cruzi growth,88,23,-2,22,43,17,-33,x,61,112*

31. O=C(N[C@@H]1C=C[C@@H](CC(=O)N2CCOCC2)O[C@@H]1CO)c1ccc2c(c1)OCO2
32. C[C@H](CO)N1C[C@H](C)[C@@H](CN(C)C(=O)C2CC2)Oc2cc(C3=CCCCC3)ccc2S1(=O)=O
33. COC(=O)C[C@@H]1CC[C@H]2[C@H](COc3ccc(NC(=O)NCc4ccccc4)cc3C(=O)N2C)O1
34. C[C@@H]1CN([C@H](C)CO)C(=O)Cc2cc(NC(=O)CCN3CCOCC3)ccc2O[C@@H]1CN(C)C(=O)Nc1ccc(F)cc1
35. COCC#Cc1ccc([C@H]2[C@H]3CN(S(=O)(=O)c4ccc(OC)cc4)CCCCN3[C@H]2CO)cc1
36. O=C(C[C@H]1CC[C@@H]2[C@H](COC[C@H](O)CN2C(=O)c2ccccc2)O1)NCCCN1CCOCC1
37. COc1ccc2c3c(n(C)c2c1)[C@H](CO)N(CC1CC1)CC31CCN(C(=O)NC2CCCC2)CC1
38. C[C@@H]1CN([C@H](C)CO)C(=O)Cc2cc(NC(=O)Nc3ccc(C(F)(F)F)cc3)ccc2O[C@H]1CN(C)Cc1ccncc1
39. C[C@H](CO)N1C[C@H](C)[C@H](CN(C)C(=O)Nc2cccc3ccccc23)Oc2ncc(/C=C/c3ccccc3)cc2C1=O
40. C[C@@H]1CN([C@@H](C)CO)C(=O)c2cc(NS(=O)(=O)c3ccc(F)cc3)ccc2O[C@@H](C)CCCCO[C@H]1CN(C)C(=O)CCC(F)(F)F
entry no.,31,32,33,34,35,36,37,38,39,40
C diff growth,-1,-4,7,1,9,-1&-4,15,0&-5,-7,-1
Pf Dd2 inh,-14,16,3,6,4,46,-77,-4,-36,-4
GASC1 inh,15,1.5,-1.3,-0.8,-1.7,-1.3,-1.3,0.6,-0.2,-0.1
T cruzi growth,-23,80,-2,74,66,-3,x,x,x,x

41. C[C@@H]1CN([C@@H](C)CO)C(=O)Cc2cc(NC(=O)Nc3ccccc3)ccc2O[C@H]1CN(C)S(=O)(=O)c1ccc(F)cc1
42. Cc1noc(C)c1S(=O)(=O)Nc1ccc2c(c1)C(=O)N([C@@H](C)CO)C[C@H](C)[C@@H](CN(C)C)OCCCC[C@H](C)O2
43. CC(C)CC#Cc1ccc2c(c1)O[C@@H](CN(C)C(=O)C1CCC1)[C@@H](C)CN([C@H](C)CO)S2(=O)=O
44. COc1ccc(S(=O)(=O)Nc2ccc3c(c2)C(=O)N(C)C[C@H](OC)[C@H](C)CN[C@H](C)CO3)cc1
45. COc1ccc(S(=O)(=O)Nc2ccc3c(c2)C(=O)N([C@H](C)CO)C[C@H](C)[C@@H](CN(C)C(=O)Nc2cccc4ccccc24)OCCCC[C@@H](C)O3)cc1
46. C[C@@H]1CCCCO[C@H](CN(C)C(=O)CCC(F)(F)F)[C@H](C)CN([C@@H](C)CO)C(=O)c2cc(NC(=O)CCCN(C)C)ccc2O1
47. CO[C@H]1CN(C)C(=O)c2ccc(NC(=O)CC(F)(F)F)cc2OC[C@H](C)N(C(=O)C2CCCCC2)C[C@@H]1C
48. COCCN(C[C@@H]1[C@@H](c2ccccc2)[C@H](CO)N1C(C)=O)C(=O)c1ccccc1
49. Cc1noc(C)c1S(=O)(=O)Nc1ccc2c(c1)C(=O)N([C@@H](C)CO)C[C@H](C)[C@@H](CN(C)C(=O)Nc1ccc(F)cc1)OCCCC[C@@H](C)O2
50. C[C@@H]1CN([C@H](C)CO)C(=O)Cc2cc(NS(=O)(=O)c3ccccc3)ccc2O[C@@H]1CN(C)C(=O)Nc1ccc2c(c1)OCO2
entry no.,41,42,43,44,45,46,47,48,49,50
C diff growth,3,3,6,-4,x,4,-9,6,3,x
Pf Dd2 inh,-70,6,-44,26,-58,44,16,8,-79,6
GASC1 inh,-1.0,1.0,-1.1,0.0,0.9,3.4,1.8,-4.2,1.9,-1.0
T cruzi growth,3,11,76,-76,40,-33,x,11,23,11

51. O=C(C[C@H]1C[C@H]2c3cc(NC(=O)Cc4ccncc4)ccc3O[C@H]2[C@H](CO)O1)NCc1ccccc1
52. CO[C@H]1CN(C)C(=O)c2cc(NC(=O)C3CCCC3)ccc2OC[C@@H](C)N(C(=O)CC2CC2)C[C@H]1C
53. Cc1ccc(S(=O)(=O)N(C)C[C@H]2Oc3ccc(NC(=O)Cc4cn(C)c5ccccc45)cc3CC(=O)N([C@H](C)CO)C[C@@H]2C)cc1
54. C[C@@H]1CN([C@@H](C)CO)C(=O)CCCn2cc(nn2)CO[C@@H]1CN(C)C(=O)Nc1ccc(N2CCCCC2)cc1
55. C/C=C/c1ccc2c(c1)O[C@@H](CN(C)Cc1ccc(C(=O)O)cc1)[C@@H](C)CN([C@H](C)CO)S2(=O)=O
56. CCC(=O)Nc1ccc2c(c1)C(=O)N(C)C[C@H](OC)[C@@H](C)CN(C(=O)Cc1cccnc1)[C@@H](C)CO2
57. CC(C)NC(=O)N1[C@H](CO)[C@H](c2ccccc2)[C@@H]1CNC(=O)CN(C)C
58. CCCNC(=O)N1CC2(CN(S(=O)(=O)c3ccccc3)C2)c2c(n(C)c3cc(OC)ccc23)[C@@H]1CO
59. Cc1noc(C)c1NC(=O)N(C)C[C@H]1OCCCC[C@H](C)Oc2ccc(NC(=O)CCC(F)(F)F)cc2C(=O)N([C@@H](C)CO)C[C@H]1C
60. CC(C)NC(=O)Nc1ccc2c(c1)CC(=O)N([C@H](C)CO)C[C@H](C)[C@H](CN(C)Cc1ccc3c(c1)OCO3)O2
entry no.,51,52,53,54,55,56,57,58,59,60
C diff growth,x,x,-8,x,5,x,-4,-3,-8,2
Pf Dd2 inh,-89*,-10,-70,-13,-1,31,-22,-43,12,3
GASC1 inh,-2.1,-0.2,-6.7,-1.0,-0.2,-0.7,0.1,-3.7,0.1,1.1
T cruzi growth,6,-33,16,42,x,-32,23,x,17,-3

Some of these compounds in order of the C diff growth value, largest number first.
#	structure	C diff growth	Pf Dd2 inh	GASC1 inh
60	CC(C)NC(=O)Nc1ccc2c(c1)CC(=O)N([C@H](C)CO)C[C@H](C)[C@H](CN(C)Cc1ccc3c(c1)OCO3)O2	2	3	1.1
58	CCCNC(=O)N1CC2(CN(S(=O)(=O)c3ccccc3)C2)c2c(n(C)c3cc(OC)ccc23)[C@@H]1CO	-3	-43	-3.7
57	CC(C)NC(=O)N1[C@H](CO)[C@H](c2ccccc2)[C@@H]1CNC(=O)CN(C)C	-4	-22	0.1
59	Cc1noc(C)c1NC(=O)N(C)C[C@H]1OCCCC[C@H](C)Oc2ccc(NC(=O)CCC(F)(F)F)cc2C(=O)N([C@@H](C)CO)C[C@H]1C	-8	12	0.1
